Screening data deposited in PubChem by Center for Chemical Genomics, University of Michigan.
Dicer processing = blocks human Dicer maturation of pre-miR-21. z-score at 25 µM. AID 1347074. cat-ELCCA pre-miR-21 Dicer processing, chemiluminescence; stronger effect = higher value. actives 6% (n = 47,000); in the data active = z-score above about 3, passing the limit was not always enough;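 note: plate controls were vehicle for no effect and no enzyme for full effect; higher signal means more uncleaved substrate so more Dicer inhibition; strong numbers were not always called active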
* marks the source's active call; other numbers are inactive results; & = joins results of further samples. The list is partial; the hit share may differ from the screen's.

molecule,Dicer processing
O=C(CC1SC(=Nc2ccc(C3CCCCC3)cc2)NC1=O)Nc1ccc(F)cc1 (configuration not stated),0.02
COc1ccc2nc(SCc3ccc(Cl)cc3)[nH]c2c1,1.66
Cc1nc(C(=O)NC2(O)C(=O)c3ccccc3C2=O)cs1,-5.84
N#Cc1nccnc1Sc1cccs1,-4.39
COc1nc2c(c(-c3cccs3)c1C#N)Cc1ccccc1-2,2
CCOc1ccc(-c2oc3ccc(C)cc3c(=O)c2O)cc1,-0.13
CCCCCCN1C(=O)c2ccccc2C(C(=O)O)C1c1c(F)cccc1Cl (configuration not stated),2.59
FC(F)(F)c1ccc(Cl)c(NC(=S)NC2CCCCC2)c1,-0.43
O=C(NCc1cccs1)c1c(F)cccc1NC(=O)C(c1ccccc1)C1CCCC1 (configuration not stated),-0.62
CO[C@@]1(NC(=O)CSCC#N)C(=O)N2C(C(=O)O)=C(CSc3nnnn3C)CS[C@@H]21,-1.15&-1.14
Cn1nc(C(F)(F)F)c(-c2ccccc2)c1NC(=O)C1C2C=CC(C2)C1C(=O)O (configuration not stated),0.56
CC(C)c1nc(CN(C)C(=O)N[C@H](C(=O)N[C@@H](Cc2ccccc2)C[C@H](O)[C@H](Cc2ccccc2)NC(=O)OCc2cncs2)C(C)C)cs1,0.89
CCc1cc(C(=O)c2ccc(OC)cc2)c(NC(=O)CSCC(=O)O)s1,1.5
c1cncc(CNCc2ccncc2)c1,2.87
CCOC(=O)c1c(C)nn(-c2ncccc2N)c1C,0.83
O=[N+]([O-])c1cc(C(F)(F)F)ccc1NCC1CC1,-0.24
CCCc1nc2cc3sc(CCC)nc3cc2s1,1.08
OC(COc1c(F)cc(Br)cc1F)CN1CCOCC1 (configuration not stated),0.42
O=C(Nc1ccc(Cl)cc1)Nc1cc(C2CC2)nn1-c1ccccc1,-0.59
N/C(=N\OC(=O)Nc1cccc(Cl)c1)c1nccnc1Sc1ccc(Cl)cc1,1.64
Cc1c(CNC(=O)c2c([N+](=O)[O-])cnn2C)cnn1C,-1.26
Cc1[nH][nH]c(=O)c1N=Nc1ccccc1Cl,-0.27
Nc1n[nH]c(-c2ccccc2)c1Br,-7.83
COC(=O)c1scc2c(=O)cc(C(F)(F)F)[nH]c12,-0.86
CCOC(=O)C1C(=O)CC(C)(O)C(C(=O)OCC)C1c1ccc2c(c1)OCO2 (configuration not stated),-1.78
O=[N+]([O-])c1cccnc1Sc1ccccn1,-1.77
Cc1cc(N/C=C(/C#N)C(=O)C2CC2)no1,-2.11
O=C(Nc1ccc2nn(-c3ccccc3)nc2c1)c1cc2ccccc2o1,0.77
COc1ccc(OCC(O)CNC(=S)Nc2ccc3c(c2)OCCO3)cc1 (configuration not stated),0.78
Cc1c(-c2ccccc2)nnn1-c1ccc(F)cc1F,0.36
CCOC(=O)NC(NCCc1ccc(OC)cc1)(C(F)(F)F)C(F)(F)F,0.6
COC(=O)c1scc(C)c1NC(=O)C(Cl)(Cl)Cl,-1.32
CC1NC2(C(=O)N(CC(=O)Nc3ccccc3)c3ccccc32)C2C(=O)N(c3ccccc3)C(=O)C12 (configuration not stated),0.31
CCOC(=O)c1ccc2nsnc2c1,1.97
CN(C)C(=S)NCCCN1CCOCC1,0.63
CSc1nsc(SC)c1NC(=O)Nc1ccccn1,0.3
COc1ccccc1-c1nnc(SCc2ccccc2)o1,0.08
COC(=O)c1sc(N2C(=O)C(O)=C(C(=O)c3cccs3)C2c2ccc(C)cc2)nc1C (configuration not stated),0.27
OCCCCn1cnc2cc(Cl)c(Cl)cc21,-0.81
CCCCSc1nnc2c(n1)OC(c1cccnc1)N(C(C)=O)c1ccccc1-2 (configuration not stated),0.4

Four entries from above, with each value named.
COC(=O)c1scc(C)c1NC(=O)C(Cl)(Cl)Cl
  Dicer processing = -1.32
CC1NC2(C(=O)N(CC(=O)Nc3ccccc3)c3ccccc32)C2C(=O)N(c3ccccc3)C(=O)C12 (configuration not stated)
  Dicer processing = 0.31
CCOC(=O)c1ccc2nsnc2c1
  Dicer processing = 1.97
CN(C)C(=S)NCCCN1CCOCC1
  Dicer processing = 0.63

New compounds follow
molecule,Dicer processing
O=C1c2cc(S(=O)(=O)O)ccc2-c2ccc(S(=O)(=O)O)cc21,-0.18
Cc1nc(-c2cc(C#N)c(SCCNS(=O)(=O)c3cccc(C(F)(F)F)c3)nc2C)cs1,-0.37
c1ccc2c(c1)CCc1c-2nc2ccccc2c1N1CCOCC1,-1
Cc1cccc(C2CC(c3ccccc3Cl)Nc3nc(N)nn32)c1 (configuration not stated),-0.71
O=C1OC(Nc2ccccc2SCc2ccccc2Cl)c2ccccc21 (configuration not stated),3.33*
CCOC(=O)c1c[nH]c2cc3c(cc2c1=O)OCO3,-0.89
CC1CN(c2ncc(C(=O)OCc3ccc(Cl)cc3)c(C(F)(F)F)n2)CC(C)O1 (configuration not stated),-1.83
O=C(CS(=O)(=O)c1ccc(Cl)cc1)c1ccccc1,2.46
Nc1nc2n(n1)C(c1ccccc1Cl)CC(c1ccc(F)cc1)N2 (configuration not stated),-0.18
CSc1nc2ccc(NS(=O)(=O)c3ccccc3C(F)(F)F)cc2s1,-1.22
O=C(/C=C/c1ccccc1)NC(=S)Nc1cc(C(F)(F)F)cc(C(F)(F)F)c1,-0.04
O=C(O)CSC(CC(=O)c1ccc(Cl)cc1)c1ccccc1 (configuration not stated),2.01
COc1ccccc1N1CCN(CCN(C(=O)c2ccc(F)cc2)c2ccccn2)CC1,-1.24
Cn1c(=O)c2c(nc(Oc3ccccc3Br)n2C)n(C)c1=O,2.15
Nc1ccc2nc(SCC(=O)c3ccc(Br)cc3)sc2c1,-0.08
COCc1cc(=O)[nH]c2c1c(-c1ccccc1)nn2C,0.92
CC1=CC(C)(C)N(C(=O)CSc2nccc(C)n2)c2ccc(C)cc21,0.13
Cc1ccc(S(=O)(=O)CC(C)N2CCOCC2)c(S(=O)(=O)CC(C)N2CCOCC2)c1 (configuration not stated),-1.03
CC(C)(Oc1ccc(Cl)cc1)C(=O)O,-1.4
CC1(C)C2CC[C@](C)(C2)C1NC(=O)c1c(Cl)cccc1Cl (some centres not stated),136
CCOc1ccc(C2CC(c3ccc(OC)c(OC)c3)n3ncnc3N2)cc1 (configuration not stated),0.03
COC(=O)CSc1cc(C)c(Cl)cc1C,-0.19
CCOc1ccc(C2C(C(=O)OCCOC)=C(C)NC3=C2C(=O)CCC3)cc1OC (configuration not stated),0.31
O=C(c1cc(S(=O)(=O)N2CCCCC2)c(Cl)cc1N1CCOCC1)N1CCOCC1,1.09
N#C/C(=C\Nc1ccccn1)C(=O)c1ccco1,-1.37
C=CCC1C(=O)N(S(=O)(=O)c2ccc(Cl)cc2)N=C1CCC (configuration not stated),-6.21
c1ccc(-c2csc(Cc3c[nH]c4ccccc34)n2)cc1,1.17
Cc1cc(C)c2c(=O)n(C(=O)c3ccco3)sc2n1,-0.65
CCOC(=O)CSc1nc2sccn2c1C=Nc1cc(Cl)cc(Cl)c1,1.77
CC(C)c1ccc(C2C(C(=O)c3cccs3)=C(O)C(=O)N2CCCN2CCOCC2)cc1 (configuration not stated),1.29
Cc1cc(Cl)cc(Cl)c1CNC(=O)c1c(C(F)(F)F)ccnc1OCC(F)(F)F,-0.21
O=c1ccc([N+](=O)[O-])cn1C1CCCCO1 (configuration not stated),0.99
Cc1cccc(N2C(=O)CSC2=S)c1,0.8
CCOC(=O)Cn1cc(C(=O)c2ccco2)c2ccccc21,0.95
Cc1cccc(C)c1NS(=O)(=O)c1ccc(NS(=O)(=O)c2ccccc2)cc1,0.87
Cc1oc2ccc(OCc3ccc(Br)cc3)cc2c1C(=O)O,1.79
O=C1C2C=CC=CC2=NC(=S)N1CCN1CCC(=C(c2ccc(F)cc2)c2ccc(F)cc2)CC1 (configuration not stated),-1.71
CCOC(=O)/C(C#N)=C(\C)c1ccc(NC(C)=O)cc1,-0.22
Cc1cc(N)n(Cc2ccccc2)n1,1.88
COC(=O)c1cn(C(=O)COc2ccc(Cl)cc2)c2ccccc12,0.02
CC1(C)C(=O)N(O)C(C)(C)C(=O)N1O,0.44
Cc1ccc(CN2C(=O)C3C(c4ccccc4Cl)OC4(C(=O)c5ccccc5C4=O)C3C2=O)cc1 (configuration not stated),0.24
OCc1ccccc1CN1CCCCC1,0.76
N#Cc1c(-c2ccccc2)c(-c2ccccc2)nn(CC(=O)NNC(=O)Nc2ccc(Cl)cc2)c1=O,1.71
CC(C)(C)c1cc(NC(=O)/C(C#N)=C/c2cccc(Cl)c2Cl)c(C(N)=O)s1,-0.63
CCCOC(=O)C1=C(C)NC2=C(C(=O)CCC2)C1c1ccc(SC)cc1 (configuration not stated),1.14
CN(C)c1ccc(NC(=O)CCCC(=O)O)cc1,-1.11
Nc1c(-c2ccccc2)cnc2ncnn12,1.25
COc1ccc(Nc2oc(-c3ccc(F)cc3)nc2C#N)cc1,-0.39
COc1ccccc1-c1c(C(F)(F)F)oc2c(CN3CCOCC3)c(O)ccc2c1=O,-4.13

The listing continues:
SMILES	Dicer processing
COc1cccc(Oc2ccc(OC)cc2C(=O)O)c1	0.89
COc1cc(C2NC(=O)C(C#N)=C(SC)S2)cc(OC)c1OC (configuration not stated)	-1.21
COC(=O)c1cc2c(s1)-c1cc(F)ccc1OC2	-0.05
Cc1noc(C)c1C(=O)Nc1ccc(-n2nc(C(F)(F)F)cc2C(F)(F)F)cc1	0.14
COc1ccc(N2C(=O)C3CN=NC3(C)C2=O)cc1 (configuration not stated)	-0.59
O=C1CC(N2CCN(c3ccc(Cl)cc3)CC2)C(=O)N1c1cccc(Cl)c1 (configuration not stated)	0.51
CSc1nc(-c2cccs2)c(C#N)c(=O)[nH]1	0.73
COCCOC(=O)C1=C(C)NC2=C(C(=O)CC(c3ccccc3)C2)C1c1ccc(OC(C)=O)cc1 (configuration not stated)	0.12
COC(=O)C1=C(C)NC2=C(C(=O)CC(c3ccccc3)C2)C1c1ccc(OC(C)=O)c(OC)c1 (configuration not stated)	-5.6
CCOC(=O)c1c(NC(=O)c2nc3ncccn3n2)sc2c1CCC2	0.2
CNc1nc(-c2ccc(Cl)s2)cs1	0.53
CCCCSc1nnc2c(n1)OC(C)=Nc1ccccc1-2	3.24*
CCOC(=O)C(=CNc1nc(C(=O)OCC)cs1)C(=O)OCC	-0.28
O=C(O)C(Cc1ccccc1)N1C(=O)C2CCCCC2C1=O (configuration not stated)	1.66
Cc1cccc(NC(=S)Nc2ccc(C)c(NS(C)(=O)=O)c2)c1	-0.4
O=C(CSc1ncccn1)N1CCc2ccccc2C1	-0.67
COc1cccc(-c2cc(C(F)(F)F)n3nc(N)nc3n2)c1	0.15
CCCCCc1ccc(NC(=O)NNc2cc(C(F)(F)F)cc(C(F)(F)F)c2)cc1	-0.39
c1ccc(CNc2cc(-c3ccccc3)[nH]n2)cc1	-3.85
CC1CN(C(=O)c2cc3n(n2)C(C(F)(F)F)CC(c2ccco2)N3)CC(C)O1 (configuration not stated)	1.73
Cc1ccc(CNc2nc(C)nc(C)c2Oc2ccc(Cl)cc2Cl)cc1	-1.43
CCC1(c2cccc(OC)c2)CCCCNC1=O (configuration not stated)	1.41
COc1cc2c(c(OC)c1OC)C(=O)/C(=C/c1c(F)cccc1Cl)C2	1.05
Cc1onc(-c2c(Cl)cccc2Cl)c1C(=O)N(C)c1nnc(C(F)(F)F)s1	-2.79

Some of the entries so far, field by field:
c1ccc(CNc2cc(-c3ccccc3)[nH]n2)cc1
  Dicer processing: -3.85
COc1cccc(-c2cc(C(F)(F)F)n3nc(N)nc3n2)c1
  Dicer processing: 0.15
Cc1onc(-c2c(Cl)cccc2Cl)c1C(=O)N(C)c1nnc(C(F)(F)F)s1
  Dicer processing: -2.79
CCC1(c2cccc(OC)c2)CCCCNC1=O (configuration not stated)
  Dicer processing: 1.41

Additional results
SMILES	Dicer processing
CSC(=NCc1ccccn1)NC#N	0.07
COc1ccc(CNCc2ccc(SC)cc2)cc1	3.85*
CC(C)=CCn1c(N2CCCCC2)nc2c1c(=O)[nH]c(=O)n2C	-1.55
C=CCSc1nc(Nc2ccc(Cl)cc2)c2cnc(N3CCOCC3)nc2n1	0.68
COCCOC(=O)c1c(C)oc2ccc(NS(=O)(=O)c3cc(OC)ccc3OC)cc12	0
CN(CCc1ccccn1)Cc1ccccn1	-1.03
O=C(c1ccccc1)c1cc2c(cc1Br)OCCO2	-0.01
S=C1NCN(CCc2ccccn2)CN1	-1.31
O=S(=O)(c1ccc2c(c1)CCO2)N1CCCN(c2c(Cl)cncc2Cl)CC1	-0.94
CCC(=O)c1ccc(NC(C)=O)cc1O	-0.03
c1ccc2c(c1)c1ccccc1c1nc(N3CCCCC3)nnc21	-1.07
Cc1ccc2c(c1)c1nc3ccccc3nc1n2CC(=O)O	0.2
O=C(O)CCC(CCC(=O)O)C(=O)O	0.23
Cc1cc(NS(=O)(=O)c2ccc(Nc3nc(-c4ccc(Cl)cc4)cs3)cc2)no1	2.94
COc1cc(CSc2nnnn2-c2ccc(C)cc2C)cc(OC)c1OC	0.13
CC(C)(C)NC(=S)N/N=C/c1c(Br)cnn1Cc1ccc(Cl)cc1	1.52
Cc1cc(C(F)(F)F)n2nc(-c3ccc(Cl)cc3)cc2n1	-0.29
COCCn1cc2c(c1-c1ccccc1)c(=O)n(C)c(=O)n2C	0.38
O=C(O)CN(CCN(CC(=O)O)CC(=O)O)CCN(CC(=O)O)CC(=O)O	-0.43
CC(C)OC(=O)c1ccc(COC(=O)CCc2nc3ccccc3[nH]c2=O)cc1	3.37*
Cc1[nH]c2ccccc2c1C(=O)CCC(=O)O	0.47
CC(C)OC(=O)Nc1cnccc1C(F)(F)F	-0.85
